From PubChem
D1 antag: human D1 dopamine receptor antagonism. HEK293 TREx D1 cells, calcium flux, dopamine EC80; active compounds read low. activity change, negative = inhibition, % at 10 µM. actives 3.2% (n = 360,000); in the data active means activity change below about -30%; further: on the % scale 0 is the no-effect control and ±100 the full control effect
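Kinetic fluorescence of a calcium dye serves as the read-out. D1-expressing Hek293 Trex cells, induced overnight at 30 C, are exposed to compound for 180 s before an EC80 dopamine addition, then read 180 s further.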
D2 agonist: agonists of human D2 dopamine receptor. actives 0.53% (n = 340,000). P14416. activation, % at 2 µM. HEK293 T-REx D2 cells, calcium flux agonist mode. AID 485358;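 active means activation over 3 SD above normal in the single-dose calcium agonist read, cut at about 30% in these data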; further: 0% is about no effect
Target sequence (P14416 whole entry, looked up): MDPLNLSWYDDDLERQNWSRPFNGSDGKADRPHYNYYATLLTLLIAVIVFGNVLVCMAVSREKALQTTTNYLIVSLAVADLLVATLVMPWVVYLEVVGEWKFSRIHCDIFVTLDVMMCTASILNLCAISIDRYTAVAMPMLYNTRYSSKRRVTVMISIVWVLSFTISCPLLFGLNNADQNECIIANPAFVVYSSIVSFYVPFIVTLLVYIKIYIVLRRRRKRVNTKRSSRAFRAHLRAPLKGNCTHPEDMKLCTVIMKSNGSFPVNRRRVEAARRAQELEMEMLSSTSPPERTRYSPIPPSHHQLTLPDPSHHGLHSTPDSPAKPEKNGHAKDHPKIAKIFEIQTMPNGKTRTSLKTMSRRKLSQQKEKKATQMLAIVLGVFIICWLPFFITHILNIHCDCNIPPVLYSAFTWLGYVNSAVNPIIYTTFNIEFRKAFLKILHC
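In this primary screen, compounds producing a positive calcium signal within 180 s of addition to tetracycline-induced, force-coupled HEK293 Trex D2 cells are flagged; cells are dye-loaded with a no-wash calcium kit beforehand.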
TRHR enhancer: TRH receptor (human) allosteric enhancement. AID 493056. enhancement, % at 2 µM. actives 0.66% (n = 360,000). TRHR cells, fluo-8 calcium fluorescence, EC20 TRH enhancement; in the data active means enhancement above about 30%; further: 0% is about no effect
Target sequence (P34981 whole entry, looked up): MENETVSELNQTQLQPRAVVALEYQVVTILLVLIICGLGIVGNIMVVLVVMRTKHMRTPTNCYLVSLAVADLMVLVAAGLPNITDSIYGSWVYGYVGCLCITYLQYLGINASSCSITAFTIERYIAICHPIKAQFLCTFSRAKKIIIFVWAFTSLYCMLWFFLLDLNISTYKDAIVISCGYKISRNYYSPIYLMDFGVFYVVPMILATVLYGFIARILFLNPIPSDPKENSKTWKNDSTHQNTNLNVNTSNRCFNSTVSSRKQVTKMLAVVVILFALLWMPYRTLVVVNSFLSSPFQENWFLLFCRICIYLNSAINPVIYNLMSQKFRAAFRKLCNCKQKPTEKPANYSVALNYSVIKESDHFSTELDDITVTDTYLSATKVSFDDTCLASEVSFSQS
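Enhancer read-out: after compound pinning and an initial kinetic agonist-mode read, an EC20 of TRH (10 nM final) was injected and fluo-8 calcium signal (Ex 480/Em 530) followed at 1 s/cycle for 100 cycles in TRHR-expressing cells.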
D1 PAM: human D1 dopamine receptor positive modulation. HEK293 TREx D1 cells, calcium flux, dopamine EC20 potentiation. AID 504651. P21728. potentiation, % at 10 µM. actives 0.036% (n = 360,000); in the data active means potentiation above about 30%; further: 0% is about no effect
D2 potentiator: positive allosteric modulators of human D2 dopamine receptor | P14416 | HEK293 T-REx D2, calcium flux, EC20 dopamine potentiation | potentiation, % at 10 µM | actives 0.34% (n = 340,000) | AID 485347;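 active means potentiation over 3 SD above the plate norm, cut at about 30% in these data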; further: 0% is about no effect
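Cells plated with tetracycline inducer and held overnight at 30 C; calcium dye loaded 30–90 min at room temperature; baseline taken, compound added and read 180 s; EC20 dopamine then added and read 180 s.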
D2 antagonist: antagonists of human D2 dopamine receptor; actives 2% (n = 340,000); inhibition, % at 10 µM; HEK293 TREx D2 cells, calcium flux, dopamine EC80; in the data active means inhibition above about 30%; further: 0% is about no effect
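Tetracycline-induced HEK293 TREx cells expressing D2 receptor forced-coupled to calcium signalling, loaded with no-wash calcium dye. Compounds added and calcium flux read 180 s, then dopamine added at EC80 and read a further 180 s.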
RXFP1 ag: RXFP1 (human) receptor agonism; Q9HBX9; HEK293T-RXFP1 cAMP TR-FRET, 30 min; response scale: percent of porcine relaxin response, buffer zero; Potency, µM (series often up to 57.5 µM), for inactives: top-dose activation, usual class: activators; actives 0.3% (n = 370,000); active means well fitted activation curve with a large enough effect; further: potency means the concentration at half of the fitted maximal effect; on the % scale 0 is the no-effect control and ±100 the full control effect; nearly all actives have a fitted effect of over 60% in size; many of its hits are not listed in these tables
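HEK293T cells stably expressing RXFP1 were pretreated with the PDE4 inhibitor Ro 20174, exposed to compounds for 30 min at 37C, lysed, and cAMP was read by TR-FRET. Data normalized to buffer (basal) and 29 nM porcine relaxin (100%).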
RXFP1 antagonist: antagonists of human relaxin receptor RXFP1; Q9HBX9; HEK293-RXFP1, relaxin-stimulated cAMP HTRF, 30 min; active compounds read low; activity change, negative = inhibition, % at 57.5 µM; actives 0.59% (n = 350,000);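 active means activity change of -60% or lower, but not beyond a set lower limit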; further: on the % scale 0 is the no-effect control and ±100 the full control effect
D1 agonist: agonists of human D1 dopamine receptor; AID 504660; activation, % at 2 µM; HEK293 T-REx D1 cells, calcium flux, agonist mode; actives 1% (n = 360,000); P21728; in the data active means activation above about 30%; further: 0% is about no effect
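Inducible HEK293 T-REx D1 cells, force-coupled to calcium signalling, were plated at 4000 cells/well with tetracycline and held overnight at 30 C. After no-wash calcium dye loading, compound-evoked calcium rise over 180 s flagged agonists.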
Numbers without * were called inactive; · = no result given; [ ] = another dose, or the depositor's remark. Only part of the results is shown, so the mix of outcomes need not match the whole.

Order of values – D1 antag	D2 agonist	TRHR enhancer	D1 PAM	D2 potentiator	D2 antagonist	RXFP1 ag	RXFP1 antagonist	D1 agonist
- CC(C)(O)CNC(=O)Nc1ccc(Cl)c(Cl)c1
→ 7	0.0	-3	-17	14	-6	2.2%	3	5
- Cc1ccccc1C(=O)Oc1c(Sc2ccccc2)c(C)nn1C(C)(C)C
→ 13	-0.1	3	1	25	·	-0.1%	·	-1
- O=C(CN1C(=O)CNC1=O)Nc1ccc(Cl)cc1
→ -13	·	-3	-6	·	·	0.7%	-4	3
- COc1cc(CNC(=O)c2cnc(C)cn2)cc(OC)c1
→ 8	0.7	-6	2	3	-8	1.8%	5	1
- COc1ccc(C(=O)/C=C(/C)N(C)C)cc1
→ -1	·	3	2	·	·	1.1%	0	2
- CCOC(=O)c1c(NCC(C)C)c2ccccc2[nH]c1=O
→ ·	0.2	1	4	11	-6	0.0%	-8	2
- Cc1ccc(NC(=O)CC(=O)Nc2ccc(C)c(C)c2)cc1C
→ -2	1.1	13	-5	-7	-16	2.5%	-16	0
- Cc1ccc(/C=N/NC(=O)CNC(=O)c2ccc(S(=O)(=O)N(C)C)cc2)o1
→ 3	0.1	-2	-1	3	0	-0.2%	1	0
- CC(C)(C)n1nc2c(c1NC(=O)c1cc(Cl)ccc1[N+](=O)[O-])CS(=O)(=O)C2
→ -11	-0.5	6	-1	4	0	0.5%	-3	1
- CS(=O)(=O)Nc1ccc2c(c1)nc1n2CCOC1
→ -7	0.4	5	-4	11	2	0.0%	-23	2
- CCc1ccccc1NC(=O)c1sc(-n2nc(C)c(Cc3ccccc3)c2C)nc1C
→ -3	-0.1	4	1	-4	·	20%	0	9
- CC(C)OCCCNC(=O)CN1C(=O)c2cccnc2Sc2ccccc21
→ -15	-0.8	-2	-2	16	·	2.5%	-6	2
- S=C(NCCc1ccccc1)NC1CC1
→ 9	-0.3	-6	-6	-7	-19	3.0%	24	7
- Cc1cccc(OCC(=O)Nc2ccc(NC(=O)c3ccco3)c(C)c2)c1
→ -18	-2.1	-3	-4	9	13	0.8%	0	7
- Cc1ccc(Cl)cc1NC(=O)C1CC(=O)Nc2ncnn21 (configuration not stated)
→ 6	1.6	2	-3	-2	-8	0.0%	1	4
- O=C1CC(C(=O)Nc2cccc(Cl)c2)n2ncnc2N1 (configuration not stated)
→ -1	0.7	-2	-1	2	12	-0.7%	14	2
- CCN1CCN(C(=O)C2CCCN(S(=O)(=O)c3cc(Cl)ccc3Cl)C2)CC1 (configuration not stated)
→ 1	1.2	3	3	-6	-19	-1.3%	-7	8
- CN(C1CCCCC1)S(=O)(=O)Cc1ccccc1
→ -7	-0.5	-3	-4	-8	6	1.2%	-11	0
- Cc1cc(C)nc(NS(=O)(=O)c2ccc(NC(=O)NC3CCCCC3)cc2)n1
→ -20	0.6	-3	-2	2	9	1.2%	30	2
- CCOc1ccccc1NC(=O)N1CCN(C)c2ncccc21
→ -4	-0.5	20	-4	-1	·	2.0%	·	2
- Nc1cccc(S(=O)(=O)NC2=NCCC2)c1
→ 2	0.1	-2	-1	-4	-9	2.4%	-3	2
- C#CCOc1nc(Nc2cccc([N+](=O)[O-])c2)nc(OCC#C)n1
→ -6	1.1	2	-1	-5	-6	-0.7%	26	1
- O=C(NCN1CCN(c2ccccc2F)CC1)c1ccccc1
→ 2	-0.5	-4	3	-23	0	1.7%	2	0
- CCOC(=O)N1CCN(C(=O)CSc2nnc(Cc3ccccc3)o2)CC1
→ 9	0.6	-17	-11	31*	-1	0.2%	1	3
- COc1ccc(/C=C2\SC(=O)N(CCNC(=O)Cc3coc4cc(OC)ccc34)C2=O)cc1
→ 0	0.4	-4	-3	12	5	0.4%	-6	1
- Cc1ccc(S(=O)(=O)Nc2ccc(NC(=O)c3c(F)c(F)c(F)c(F)c3F)cc2)cc1
→ -8	4.9	-2	-8	3	-5	1.0%	-27	47*
- Cc1onc(-c2ccccc2Cl)c1C(=O)N1CCc2ccccc21
→ -8	-0.2	2	-6	-4	14	0.8%	-17	1
- CC(NC(=O)[C@H](C)NC(=O)c1ccco1)c1ccc(S(N)(=O)=O)cc1 (some centres not stated)
→ 27	1.3	-4	5	-10	14	0.8%	0	-2
- CC1(OC(=O)C2CCCC2)C(=O)C=C2C=C(c3ccsc3)N(CCCCO)C=C2C1=O (configuration not stated)
→ 9	·	-5	0	·	·	0.0%	·	1
- COc1ccccc1CNC(=O)Cn1cc2c(n1)CCCC2
→ 9	-1.1	-1	0	-10	6	1.0%	-7	-1

Molecules from the list above containing a furan ring, fused or not:
Order of values – D1 antag	D2 agonist	TRHR enhancer	D1 PAM	D2 potentiator	D2 antagonist	RXFP1 ag	RXFP1 antagonist	D1 agonist
- Cc1ccc(/C=N/NC(=O)CNC(=O)c2ccc(S(=O)(=O)N(C)C)cc2)o1
→ 3	0.1	-2	-1	3	0	-0.2%	1	0
- Cc1cccc(OCC(=O)Nc2ccc(NC(=O)c3ccco3)c(C)c2)c1
→ -18	-2.1	-3	-4	9	13	0.8%	0	7
- COc1ccc(/C=C2\SC(=O)N(CCNC(=O)Cc3coc4cc(OC)ccc34)C2=O)cc1
→ 0	0.4	-4	-3	12	5	0.4%	-6	1
- CC(NC(=O)[C@H](C)NC(=O)c1ccco1)c1ccc(S(N)(=O)=O)cc1 (some centres not stated)
→ 27	1.3	-4	5	-10	14	0.8%	0	-2

Other compounds follow.
Order of values – D1 antag	D2 agonist	TRHR enhancer	D1 PAM	D2 potentiator	D2 antagonist	RXFP1 ag	RXFP1 antagonist	D1 agonist
- CCN(CC)S(=O)(=O)c1cccc(C(=O)N[C@H](C(=O)Nc2nc3ccc(F)cc3s2)C(C)C)c1
→ -12	-0.4	-9	-7	-4	3	2.9%	-6	1
- CC(C)Cn1c(-c2cccs2)nc2ccccc21
→ -14	0.6	-4	-8	2	9	3.3%	-14	1
- C/C(=N\N=C(N)N)c1cccc(Cl)c1
→ -47*	1.4	2	-10	-22	5	-2.1%	-19	5
- O=C(Nc1scc(-c2ccccc2)c1C(=O)O)c1ccco1
→ 15	-0.6	0	0	6	11	1.1%	-19	2
- CCCc1nn2c(=O)cc(COC(=O)c3cccc(NC(=O)CCc4ccccc4)c3)nc2s1
→ -28	0.7	-1	3	2	·	16%	-6	24
- CC(=O)N1C(=O)/C(=C2\SC(=S)N(NS(=O)(=O)c3ccc(C)cc3)C2=O)c2ccccc21
→ -24	-0.5	-3	-2	1	-6	5.7%	-6	0
- Cc1ccc(NC(=S)N2CCN(C(=O)c3ccccc3)CC2)c(C)c1
→ 11	1.7	1	-2	14	-21	-0.9%	0	1
- Cc1[nH]n(-c2cccc3ccccc23)c(=O)c1/C=N/c1sc2c(c1C#N)CCC2
→ 7	0.1	-1	6	3	9	-2.1%	-14	3
- Cc1c(Cl)cccc1-n1ncc(C(=O)NCc2cccs2)c1C1CCN(C(=O)OC(C)(C)C)CC1
→ 6	0.0	9	-4	5	·	-5.7%	-9	1
- COc1ccc(CNC(=O)CSc2nnnn2C)cc1OC
→ 9	2.7	-1	12	-2	-2	-2.0%	1	2
- COCC(C)NS(=O)(=O)c1ccc(C(=O)NC(Cc2ccccc2)c2ccccc2)cc1 (configuration not stated)
→ 7	-0.4	-16	1	4	-4	4.4%	5	5
- CCOC(=O)c1c(NC(=O)c2ccc(S(=O)(=O)N3CCC(C)CC3)cc2)sc2c1CCN(C)C2
→ -10	0.2	-6	-1	-6	·	-36%[inhibitor]	-63*	-1
- CCCCCOC(=O)c1ccc(NC(=O)c2cccc(NC(=O)c3ccccc3C(=O)O)c2)cc1
→ 1	-0.2	9	2	2	1	-0.5%	-2	3
- O=C(O)c1ccc(CNCc2ccc(F)cc2)cc1
→ 13	2.1	0	-4	-7	3	3.0%	-3	3
- O=C(CNc1ccccc1)N/N=C/c1ccc([N+](=O)[O-])cc1
→ 5	1.7	1	-3	-2	-1	-1.3%	-8	-1
- COc1ccc(-n2nnnc2/C=C\Nc2ccc(C)cc2)cc1
→ -5	-0.6	8	-5	-26	-15	0.5%	-11	2
- O=C(O)c1cccc(NC(=S)NCc2ccccc2)c1
→ -8	0.5	0	-5	-1	2	2.6%	-14	2
- Cc1ccc(-n2sc3ccccc3c2=O)cc1
→ -15	4.3	8	-2	-18	-19	-0.6%	·	10
- CC(OC(=O)c1ccncc1)C(=O)Nc1cccc([N+](=O)[O-])c1 (configuration not stated)
→ 9	0.0	-6	-1	6	-3	4.8%	-3	2
- COc1ccc(C)cc1NC(=O)C1CCN(C(=O)C2CC(=O)N(c3ccc(C)cc3)C2)CC1 (configuration not stated)
→ -3	0.2	9	-5	5	-16	0.4%	4	1
- CCOc1ccc(N(CC(=O)N/N=C/c2cc(Br)c(C)o2)S(C)(=O)=O)cc1
→ -2	0.1	-2	-4	-6	-3	-1.6%	-8	4

2 of the compounds above, bar-delimited.
smiles | D1 antag | D2 agonist | TRHR enhancer | D1 PAM | D2 potentiator | D2 antagonist | RXFP1 ag | RXFP1 antagonist | D1 agonist
O=C(NCN1CCN(c2ccccc2F)CC1)c1ccccc1 | 2 | -0.5 | -4 | 3 | -23 | 0 | 1.7% | 2 | 0
CCOC(=O)N1CCN(C(=O)CSc2nnc(Cc3ccccc3)o2)CC1 | 9 | 0.6 | -17 | -11 | 31* | -1 | 0.2% | 1 | 3

Copied from the list:
Entry for Cc1c(Cl)cccc1-n1ncc(C(=O)NCc2cccs2)c1C1CCN(C(=O)OC(C)(C)C)CC1 under RXFP1 ag: -5.7%
Entry for Cc1ccc(NC(=S)N2CCN(C(=O)c3ccccc3)CC2)c(C)c1 under D1 antag: 11
Entry for CCCCCOC(=O)c1ccc(NC(=O)c2cccc(NC(=O)c3ccccc3C(=O)O)c2)cc1 under D2 potentiator: 2
Entry for O=C(O)c1cccc(NC(=S)NCc2ccccc2)c1 under D2 potentiator: -1
